Source: PubChem (several laboratories)
HSF-1 act – HSF-1 activators, primary screen, NIH3T3-HGL cells, MG132 stress, luminescence, single point. NIH3T3-HGL HSF-1 luciferase reporter, 8 h; 100% = twice DMSO control signal. activation, % at 9 µM. 1.7% of 300,000 active;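 active means mean replicate activation of at least 50% with a set share of replicates each reaching 50%; inconclusive means only one of those two conditions met; inactive means mean below 50% and too few replicates reaching it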;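 further: 0% = median of the neutral control wells and 100% = twice that signal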
GSK3beta inhib – human GSK3beta kinase inhibitors, primary screen, biochemical, cell-free homogeneous, HTS; AID 2097, 2009; GST-GSK3beta kinase, ADP-Glo luminescence, 60 min; stronger effect = lower value; 0.038% of 300,000 active; activity score (negative = inhibition), % at 10 µM;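 active means more than half of replicate wells score below -50%, meaning over 50% inhibition versus plate controls; inconclusive means some replicates but at most half score below -50%; inactive means no replicate scores below -50%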;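 further: 0% = median DMSO wells and -100% = median GW8510 positive control wells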
Target sequence (P49841 whole entry, looked up): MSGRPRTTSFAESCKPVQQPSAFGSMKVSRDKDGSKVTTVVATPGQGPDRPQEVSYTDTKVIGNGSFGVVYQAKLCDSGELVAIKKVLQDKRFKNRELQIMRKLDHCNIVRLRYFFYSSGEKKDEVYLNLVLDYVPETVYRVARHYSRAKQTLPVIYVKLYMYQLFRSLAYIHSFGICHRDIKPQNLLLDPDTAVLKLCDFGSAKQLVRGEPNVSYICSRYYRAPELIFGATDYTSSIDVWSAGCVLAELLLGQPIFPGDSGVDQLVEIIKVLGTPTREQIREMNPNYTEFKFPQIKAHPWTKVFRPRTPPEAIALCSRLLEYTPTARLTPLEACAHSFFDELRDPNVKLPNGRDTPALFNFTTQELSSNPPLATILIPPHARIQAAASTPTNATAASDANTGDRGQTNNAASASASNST
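Test system: GST-fused GSK3beta enzyme, cell-free | Quantity: 1.6 ng GST-GSK3beta enzyme per well | Reagent: 25 µM ATP with peptide substrate | Schedule: 60 min enzyme reaction, room temperature | Signal: Luminescent ADP-Glo measurement of ADP formed | Read-out basis: Score relative to plate controls | Control set: DMSO and 20 µM GW8510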
HSP90 inh – HSP90 inhibitors, primary screen, cell lysate, luminescence; Heat shock protein HSP 90 (rabbit reticulocyte lysate; luciferase refolding); Rabbit reticulocyte lysate, luciferase refolding luminescence, 3 h; inhibition, % at 5.6 µM; 0.91% of 290,000 active;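 active means inhibition above the screen-wide mean plus 3 SD, computed separately per campaign, cut at about 16% in these data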;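 further: 0% = DMSO wells and 100% = 60 µM geldanamycin wells; inhibitors lower the luminescence because luciferase stays unfolded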
HSF1 inh – HSF1 inhibitors in luciferase reporter cells, primary screen, cell-based, NIH3T3, luminescence | NIH3T3-HGL HSE-luciferase, MG132-induced, luminescence 8 h; stronger effect = lower value | activity change, negative = inhibition, % at 7.5 µM (by protocol) | 0.77% of 300,000 active | AID 2098, 2009;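 active means more than half of replicate wells show activity change below -50%, luminescence cut by over half; inconclusive means some wells, but at most half, below -50%; inactive means no replicate well below -50%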;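 further: luciferase reports HSF-1 transcriptional activity via heat shock element; 0% = median of DMSO wells and -100% = zero luminescence signal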
GSK3 alpha inh – blockers of GSK3A enzyme activity – biochemical, luminescence, cell-free homogeneous, HTS, primary screen; Glycogen synthase kinase-3 alpha (Homo sapiens), P49840; GSK-3 alpha kinase, ADP-Glo luminescence, 60 min; inhibition, % at 10 µM; 0.1% of 320,000 active;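 in the data active means inhibition above about 50%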;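 further: GST-tagged GSK-3 alpha with peptide substrate and 25 µM ATP; 0% = DMSO neutral wells and 100% = GW8510 positive control wells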
AI-2 QS modul – Vibrio harveyi AI-2 quorum sensing modulators, primary screen, JMH597 strain, luminescence/OD600 ratio; Vibrio harveyi JMH597 AI-2 luminescence/OD600 ratio, 9 h; stronger effect = lower value; strain lacks LuxN and CqsS sensors; 0 = neutral-control median; activity change, % at 7.5 µM; 0.4% of 300,000 active; in the data active means activity change below about -75%, passing the limit was not always enough; inconclusive means no clear call, values can overlap the other calls;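 further: luminescence divided by OD600 gain over 9 h not by final OD600 alone; inactives centre near 13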
PolyA inh – polyadenylation inhibitors in yeast reporter cells, primary screen, luminescence, S. cerevisiae; S. cerevisiae SKY197-pL101 polyadenylation reporter, beta-gal luminescence; efflux-impaired pdr1/pdr3 knockout yeast; score 100 = 6 SD above DMSO; 0.02% of 300,000 active; calls only at 12 µM;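 active means lowest replicate activity score at least 50, where 100 means six control SD above control mean; inconclusive means lowest score under 50 but half or more replicates reach 50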;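 further: yeast exposed to compound for 9 h at 30 °C; higher score means more reporter readthrough which indicates perturbed polyadenylation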
Dyrk1A ADPGlo – rat Dyrk1A kinase inhibitors, primary screen, biochemical, single point, plate reader | ADP-Glo luminescence, NFATc1 peptide | inhibition, % at 12.5 µM | 0.43% of 310,000 active | AID 504441, 2011; in the data active means inhibition above about 50%;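 further: plate controls were vehicle with enzyme for no effect and no enzyme for full effect; many of its hits are not listed in these tables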
Platelet DG rel – inhibitors of platelet dense granule secretion, primary screen, cell-based, MLPCN, human platelets; human platelet-rich plasma, SFLLRN dense granule ATP release, luminescence; inhibition, %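 (compounds screened at 7.5 µM in platelet-rich plasma)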; AID 1663, 2009; 0.22% of 300,000 active;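 active means mean replicate score, as percent of positive control, at or above 50; inconclusive means mean below 50 but at least one replicate at or above 50; inactive means mean and every replicate below 50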
HDAC3 inh – HDAC3 deacetylase inhibitors, primary screen, biochemical, fluorescence, cell-free homogeneous | recombinant HDAC3, fluorogenic peptide/trypsin coupled | 0.15% of 320,000 active | Histone deacetylase 3 (Homo sapiens), O15379 | inhibition, % at 8.3 µM; in the data active means inhibition above about 26%, passing the limit was not always enough; inconclusive means no clear call, values can overlap the other calls
Target sequence (O15379 whole entry, looked up): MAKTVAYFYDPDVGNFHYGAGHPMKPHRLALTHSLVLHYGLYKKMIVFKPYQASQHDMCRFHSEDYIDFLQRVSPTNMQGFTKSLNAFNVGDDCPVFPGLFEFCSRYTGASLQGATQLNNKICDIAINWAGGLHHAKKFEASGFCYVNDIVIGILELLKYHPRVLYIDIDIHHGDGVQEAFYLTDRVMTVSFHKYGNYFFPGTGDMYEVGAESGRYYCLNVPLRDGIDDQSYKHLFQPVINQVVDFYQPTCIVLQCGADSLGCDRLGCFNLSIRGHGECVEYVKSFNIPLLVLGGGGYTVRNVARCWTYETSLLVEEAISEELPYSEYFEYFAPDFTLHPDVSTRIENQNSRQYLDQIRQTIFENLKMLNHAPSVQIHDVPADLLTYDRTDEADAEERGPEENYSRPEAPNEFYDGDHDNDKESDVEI
* marks the source's active call; other numbers are inactive results; i = inactive; ? = inconclusive; nt = no result given. Only part of the results is shown, so the mix of outcomes need not match the whole.

SMILES	HSF-1 act	GSK3beta inhib	HSP90 inh	HSF1 inh	GSK3 alpha inh	AI-2 QS modul	PolyA inh	Dyrk1A ADPGlo	Platelet DG rel	HDAC3 inh
COc1ccc(Cl)cc1NC(=O)NCc1ccco1	19.0	-0.2	-5.1	-1.5	nt	14.6	i	9.9	5.1	-4.7
CCC(CC)c1nnc(NC(=O)c2ccc3ccccc3n2)s1	52.9*	0.1	0.7	14.4	-0.6	19.3	i	1.5	-2.0	2.6
O=C(Nc1cccnc1)c1sc(Nc2ccccc2)nc1-c1ccccc1	12.3	1.7	-4.5	5.2	-3.8	26.1	i	-3.9	-8.7	-1.3
COc1cc(OC)cc(C(=O)NCCCNC(=O)c2ccccn2)c1	7.2	0.5	0.8	-3.5	-0.6	6.4	i	-4.9	1.5	6.6
O=C(NNC(=O)c1cccc(-n2cccc2)c1)c1ccc(F)cc1	-6.2	2.0	nt	-1.4	-3.2	9.7	i	1.1	13.9	7.4
Cc1ccc2nc(NCc3ccco3)c(C=NCc3ccco3)c(=O)n2c1	18.8	1.3	1.0	8.3	3.6	-1.3	i	nt	8.0	-0.6
COc1cccc(/C=N/NC(=O)c2ccc(COc3ccc(Cl)cc3Cl)o2)c1	nt	0.2	1.2	nt	-3.7	13.2	i	-5.1	nt	-4.1
CCOC(=O)c1nn(-c2ccc(Cl)cc2)c2nnc(Cc3ccccc3)c(=O)n12	-23.2	-0.7	2.4	-3.4	-0.3	7.0	i	1.3	3.0	13.8
O=C(NC1CCCCC1)C(c1ccc(F)cc1)N(C(=O)Cc1ccsc1)c1ccc(F)cc1 (stereo not given)	6.0	1.5	-0.6	-7.3	-3.4	-2.9	i	2.1	-6.9	0.2
COc1ccc(NC(=O)c2nc(SC)ncc2Cl)cc1	15.1	0.7	0.9	-2.6	-2.0	3.5	i	3.8	-2.3	-3.9
COc1ccc2[nH]cc(CCNS(=O)(=O)c3ccc(C)cc3)c2c1	8.7	2.0	1.2	1.5	-0.9	-7.9	i	-2.5	1.5	-0.3
CC1=C(C#N)C(Nc2cccc(C)n2)(C(F)(F)F)C(=O)N1 (stereo not given)	-20.7	-3.2	0.2	-5.2	-1.0	-4.2	i	2.8	1.0	1.7
O=C(N/N=C\c1ccc(OCC(=O)N2CCCC2)cc1)C(=O)Nc1ccccc1F	-6.0	1.1	2.9	0.3	-0.2	18.9	i	-0.6	-6.8	-0.2
CC(=O)c1cccc(N(CC(=O)N2CCCCC2)S(C)(=O)=O)c1	-23.6	-2.2	-1.0	-9.4	nt	12.1	i	6.8	2.9	nt
O=C(COC(=O)c1ccc(Cl)nc1)Nc1cc(S(=O)(=O)N2CCCCC2)ccc1Cl	1.6	2.9	0.8	-1.1	nt	14.7	i	-4.0	0.6	nt
Cc1ccc(C)c(C(=O)CN2C(=O)NC3(CCC(C)CC3)C2=O)c1 (stereo not given)	-32.9	-0.6	-0.5	-21.0	nt	15.8	i	0.1	-3.8	nt
CC(C)Cn1nc(NS(=O)(=O)c2ccccc2)c2cc3ccccc3nc21	9.5	3.4	-0.2	-4.7	0.6	12.7	i	-4.1	11.3	1.7
O=C(O)c1cnn(-c2nc(-c3cccc([N+](=O)[O-])c3)cs2)c1C(F)(F)F	62.7*	-1.0	12.6	17.6	19.9	5.2	i	11.6	-4.2	3.0
CCn1c(SCC(=O)Nc2ccc(Br)cn2)nnc1C1CC1	6.2	-52.0*	-5.6	6.6	23.2	17.1	i	4.4	-5.7	5.3
CCCCc1ccc(NC(=S)NCCN2CCOCC2)cc1	10.3	3.1	-0.8	4.6	3.1	1.3	i	-9.7	0.7	2.7
CN(Cc1ccccc1)C(=O)c1[nH]cnc1C(=O)NCC(=O)OCc1ccccc1	-14.2	-1.1	-4.6	-4.3	0.3	2.9	i	6.1	-4.1	-2.5
CC(=O)c1c(C)n(-c2ccc(C)cc2C)c2ccc(O)cc12	-6.9	1.5	0.5	-2.7	-3.6	16.6	i	4.3	-3.1	1.1
Cc1c(NC(=S)/C=C2\N(C)c3ccccc3C2(C)C)c(=O)n(-c2ccccc2)n1C	-2.5	-2.5	-1.2	-1.7	-1.3	6.5	i	-3.8	2.7	7.7
Cc1cccc(NC(=S)NC2CCN(Cc3ccccc3)CC2)c1C	-10.2	-0.3	5.8	-0.4	-0.1	13.9	i	6.1	1.9	-2.4
N#Cc1ccccc1OCC(=O)N1CCN(C(=O)c2ccco2)CC1	-0.3	-4.1	-6.5	2.9	-0.2	27.9	nt	8.9	2.5	-4.3

Following part
SMILES	HSF-1 act	GSK3beta inhib	HSP90 inh	HSF1 inh	GSK3 alpha inh	AI-2 QS modul	PolyA inh	Dyrk1A ADPGlo	Platelet DG rel	HDAC3 inh
Cc1cccc(S(=O)(=O)NCC2CCCO2)c1 (stereo not given)	-15.6	-3.8	-1.6	-10.4	-1.0	13.9	i	-2.5	-2.9	2.7
O=C(Cn1c(=O)oc2cc(S(=O)(=O)N3CCCCC3)ccc21)N1CCc2ccccc21	0.7	0.4	2.3	-2.5	-1.7	-10.3	i	3.3	-8.0	-2.3
CCOC(=O)/C=C1\NC(=O)C(C)S1 (stereo not given)	8.8	-1.7	2.7	0.2	-2.9	7.2	i	-0.6	5.7	-1.3
CC(=O)c1cccc(NC(=O)N2CCCC2C(=O)NCc2ccc(F)cc2)c1 (stereo not given)	0.9	-4.0	-0.5	-3.6	-0.2	1.4	i	1.8	-0.1	1.3
CCOC(=O)c1ccc(NC(=O)CN2C(=O)NC3(CCC(C)CC3)C2=O)cc1 (stereo not given)	-10.2	-5.0	2.2	1.3	-3.8	25.4	i	0.9	0.2	4.9
O=C(CCCOc1ccc(Cl)cc1)NCCc1ccccc1	-0.5	0.1	2.3	8.1	2.5	5.2	i	3.2	2.9	-2.6
CC(=O)Nc1ccccc1NC(=O)c1cc(C)ccc1C	1.9	2.1	-1.1	-3.2	-4.2	8.8	i	-3.4	2.3	-1.5
CCOC(=O)C1CCCN(C(=O)c2ccc3c(=O)n(CCOC)c(=S)[nH]c3c2)C1 (stereo not given)	-1.1	2.3	-3.2	-9.9	-1.3	-43.4	i	-6.3	6.1	?
O=C(CNC(=O)c1ccco1)OCc1ccc(Br)cc1	-6.6	-4.8	-0.5	-5.6	-1.8	-76.5*	i	0.3	-4.0	-9.3
COc1ccc(NC(=O)CC(c2ccc(F)cc2)c2ccc(OC)cc2)cc1 (stereo not given)	0.4	1.4	-3.1	-12.1	0.4	4.2	i	1.6	3.6	-1.4
CCc1c(C)sc(NC(=O)CCc2ccc(OC)cc2)c1C(N)=O	-18.2	-2.4	1.6	-8.1	-4.5	21.4	i	7.2	1.6	-3.2
COCCNC(=O)C(c1cccs1)N(C(=O)Cn1nnc2ccccc21)c1cccc(C)c1 (stereo not given)	-45.9	-4.9	4.3	-35.3	-4.2	16.9	i	2.3	3.9	-8.6
CC1CN(S(=O)(=O)c2cc(C(=O)N(CCc3ccccc3)Cc3ccccc3)ccc2Cl)CC(C)O1 (stereo not given)	24.1	0.1	nt	7.0	-4.2	-9.0	i	nt	0.5	1.2
O=C(COC(=O)CCC(=O)c1cccs1)Nc1cc(S(=O)(=O)N2CCOCC2)ccc1Cl	6.3	-2.6	-1.1	-12.9	-3.3	8.1	i	-9.4	-1.5	3.1
CN(C)c1ccc(N=Nc2ccccc2C(=O)OCC(=O)N(C)C2CCCCC2)cc1	39.9	-1.5	-1.1	15.3	-4.8	23.2	i	0.6	-2.5	0.0
COc1cccc(-n2c(SCC(=O)NCc3ccco3)nnc2-c2c[nH]c3ccccc23)c1	-15.7	0.5	-3.3	-1.2	3.6	21.1	i	3.8	0.9	10.3
CCCOc1ccc(C(=O)C(CN2CCCC2)c2ccccc2)cc1 (stereo not given)	47.9	1.7	7.3	43.5	-1.6	11.3	i	-1.0	11.1	4.7
COc1cc(CNCCO)cc(Br)c1OCc1ccccc1Cl	-9.8	-3.2	-4.1	-3.1	11.4	-0.1	i	5.3	-7.9	4.0
COc1ccc(NC(C)=O)cc1S(=O)(=O)Nc1ccccc1C(=O)NCCc1ccccc1	7.1	-0.3	5.7	1.9	0.6	14.0	i	-7.6	-12.0	0.1
O=C(CCC(=O)OCc1ccc(Cl)cc1)Nc1cccc([N+](=O)[O-])c1	-2.8	0.7	-2.3	-7.6	-3.6	19.5	i	3.0	-3.8	-6.3
COc1ccc(S(=O)(=O)NCC2CCC(C(=O)O)CC2)cc1 (stereo not given)	28.3	1.0	6.0	-5.4	-0.4	-2.8	nt	-1.5	-0.5	-1.7
C=CCn1c(SCc2c(C)noc2C)nc2sc(C)c(C)c2c1=O	118.7*	5.5	2.8	60.7	7.2	9.4	i	-0.9	-4.6	-4.0
Cc1nc2cc(NS(=O)(=O)c3cccc4cccnc34)ccc2s1	3.7	-0.1	-1.4	0.2	-3.3	2.3	i	3.4	4.3	5.6
Cc1cc(C)cc(-n2c3nc4ccccc4nc3c3c(=O)n(Cc4ccco4)cnc32)c1	119.2*	0.3	-1.5	85.3	0.8	31.0	i	-1.5	-20.4	-0.2
COc1ccc(CN2CC(=O)N(c3cc(Cl)ccc3C)C2=S)cc1OC	46.1	-0.6	3.1	10.7	-4.0	13.3	nt	1.1	4.0	0.6
Cc1ccc(CSc2ncnc3onc(C)c23)cc1	-5.2	0.1	1.5	-1.3	0.3	25.6	i	-1.9	0.6	1.3
CNc1nc(-c2c(C)n(C)c3ccc(OC)cc23)cs1	-49.1	1.1	3.1	-35.0	-2.6	1.3	i	-0.7	-0.8	2.7
COc1ccc(Cl)cc1NC(=O)CSc1ncnc2c1oc1ccccc12	12.6	-1.1	2.7	4.0	-1.0	-4.0	i	2.4	-4.4	-7.9
NS(=O)(=O)c1ccc(N=Nc2c(O)ccc3ccccc23)cc1	-4.7	1.8	3.3	0.4	-1.3	13.2	i	19.9	17.1	1.8
